Bioassay records (PubChem)
PglD DTNB: C. jejuni PglD acetyltransferase inhibitors, primary screen, biochemical, DTNB colorimetric, single point | inhibition, % at 12.5 µM | 360,000 compounds, 0.098% hits | UDP-N-acetylbacillosamine N-acetyltransferase PglD (Campylobacter jejuni) | AID 602405, 2012 | purified PglD enzyme, DTNB colorimetric CoA detection; in the data active means inhibition above about 16%, passing the limit was not always enough; further: strong numbers were not always called active
PGC1a acetyl inh: inhibitors of PGC1a acetylation signal, primary screen, cell-based, U2OS, AlphaScreen, inhibitor mode | AID 651687, 2012 | inhibition, % at 15.6 µM | 350,000 compounds, 0.17% hits | AlphaScreen anti-acetyl-lysine; with virally co-expressed GCN5 acetyltransferase;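 active means every replicate shows inhibition of at least 40%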;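 further: 0% = neutral control wells and 100% = positive control wells; some results beyond the cut were filed as inactive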
Numbers without * were called inactive; nt = not tested or not shown.

SMILES	PglD DTNB	PGC1a acetyl inh
CN(c1ccccc1)S(=O)(=O)c1cccc(C(=O)N2CCN(c3ccccn3)CC2)c1	-5	nt
Cc1ccc(C)c(C(=O)CC2(O)C(=O)Nc3ccccc32)c1 (configuration not stated)	1	nt
CCOC(=O)CSc1nnc(-c2cccc(Br)c2)o1	-1	nt
COc1ccc(NC(=O)/C(C#N)=C/c2ccc(OCCN3CCOCC3)c(OC)c2)c(OC)c1	5	nt
CCc1ccc(OCC2c3cc(OC)c(OC)cc3CCN2C(C)=O)cc1 (configuration not stated)	2	nt
O=C(Nc1ccc2oc(-c3ccncc3)nc2c1)c1cccs1	3	nt
CCCS(=O)(=O)NC(=O)C1(C)CCN(C(=O)c2ccc(OC)cc2)C1 (configuration not stated)	0	nt
COc1ccc(/C=C/C(=O)c2oc3ccc(F)cc3c2C)cc1	-8	nt
CCOCCc1nnc(NC(=O)c2ccc(OC)c(OC)c2)s1	0	nt
CC1(C)Cc2cccc(OCC(=O)N3CCN(S(=O)(=O)c4ccccc4F)CC3)c2O1	2	nt
O=C(Nc1ccc(Oc2ccc(Cl)cc2)cc1)c1ncn[nH]1	-1	nt
COc1ccc(OCC(=O)NC2CC(C)(C)NC(C)(C)C2)cc1	1	nt
O=C1c2ccccc2S(=O)(=O)N1CCOc1ccccc1	1	nt
S=C(NCCc1cccc(Cl)c1)NCc1ccccc1	-2	nt
COc1cccc(C(=O)Cn2c(=N)n(C)c3ccccc32)c1	-5	nt
C=CCNC(=S)NNC(=O)c1ccc(OCCC)cc1	13	nt
Cc1ccc(C)c(N2CCN(C(=O)c3ccc(N4CCCC4=O)cc3)CC2)c1	2	nt
CN(C)S(=O)(=O)c1ccc(C(=O)N2CCCC2c2nc3ccccc3s2)cc1 (configuration not stated)	-1	nt
O=C(/C=C/Nc1ccccc1)c1ccccc1	-2	nt
CCOC(=O)c1c(N2C(=O)Nc3cc(Cl)c(Cl)cc3N2O)sc2c1CCCCC2	-6	nt
C[C@@]12C(=O)N(c3ccc(C(F)(F)F)cc3)C(=O)N1[C@@H]1c3ccccc3OC[C@@H]1[C@H]2c1ccccc1	1	nt
C[C@]12CCC[C@H](O1)[C@H]([C@@H](O)c1ccccc1)O2	3	nt
CCOC(=O)c1nnn(-c2nonc2N)c1CSc1ccccc1	-2	nt
COc1cc2c(cc1OC)C(c1cccc([N+](=O)[O-])c1)N(C(=O)c1ccc(F)cc1)CC2 (configuration not stated)	12	nt
Cc1ccc(S(=O)(=O)N2CCC(=O)N(C(COCc3ccc(C(F)(F)F)cc3)C(C)C)CC2)cc1 (configuration not stated)	1	nt
Cc1ccc(C)c(NC(=O)c2sc(Cl)nc2-c2ccccc2)c1	-1	nt
Nc1nc(N2CCCCC2)nc2ccccc12	-1	nt
Cc1cccnc1NCC(O)COc1ccccc1 (configuration not stated)	2	nt
CN(C)/C=N/c1ncc(C(=O)c2ccc3ccccc3c2)s1	5	nt
CCOC(=O)C1CCCN(C(=O)Cn2ncc3c(=O)oc4ccc(C)cc4c32)C1 (configuration not stated)	0	nt
C=CCN1C(=O)[C@@H]2Cc3c([nH]c4ccccc34)C(c3ccc(O)cc3)N2C1=S (some centres not stated)	-2	nt
COc1cccc(NC(=O)COc2ccccc2C(N)=O)c1	1	nt
O=C(c1ccco1)N1CCN(C(=O)c2ccc(COc3ccc(F)cc3)o2)CC1	-2	nt
O=C(O)CCn1nc(-c2ccc(F)cc2)cc(Cc2ccccc2)c1=O	-2	nt
O=C(NC1CCCCCC1)c1c(O)c2ccccc2[nH]c1=O	2	nt
CCOC(=O)C(C)(C)Sc1ncnc2nc[nH]c12	6	nt
CCCCn1c(SCc2ccc(C(=O)OC)o2)nc2cc(S(N)(=O)=O)ccc21	2	nt
CC(O)(c1cccc(F)c1)c1nc(-c2cncnc2)cs1 (configuration not stated)	2	nt
COc1ccc(C2NC(=O)NC(C)=C2C(C)=O)cc1 (configuration not stated)	-1	nt
CC(NC(=O)c1ccc(CS(=O)(=O)Cc2ccccc2F)o1)c1ccc2c(c1)OCCO2 (configuration not stated)	-5	nt
COc1cccc2c1cc1c(=O)n(CC(=O)NC3CCCCC3)nc(C)n12	-1	nt
CCOc1cc(C(=O)N2CCN=C2SC)cc(OCC)c1OCC	1	nt
O=C(Cc1cccs1)Nc1nc2ccccc2s1	3	nt
O=C1c2ccccc2C(=O)N1CCC(=O)N1CCCc2ccccc21	-2	nt
COc1ccc(C(C)NC(=O)C2CCN(CCOc3ccc(Cl)cc3Cl)CC2)cc1OC (configuration not stated)	-4	nt

Some of the entries so far, with values ahead of the structure.
PglD DTNB | PGC1a acetyl inh | SMILES
1 | nt | CCOc1cc(C(=O)N2CCN=C2SC)cc(OCC)c1OCC
-1 | nt | COc1ccc(C2NC(=O)NC(C)=C2C(C)=O)cc1 (configuration not stated)
-4 | nt | COc1ccc(C(C)NC(=O)C2CCN(CCOc3ccc(Cl)cc3Cl)CC2)cc1OC (configuration not stated)
-5 | nt | CC(NC(=O)c1ccc(CS(=O)(=O)Cc2ccccc2F)o1)c1ccc2c(c1)OCCO2 (configuration not stated)
-1 | nt | COc1cccc2c1cc1c(=O)n(CC(=O)NC3CCCCC3)nc(C)n12

The list goes on.
SMILES	PglD DTNB	PGC1a acetyl inh
C/C(O)=C(\C#N)c1nc2ccccc2[nH]1	0	nt
CC(=O)NC1=NC(=O)/C(=C/N2CCOCC2)S1	-1	nt
CC(C)C1Nc2ccc(C(=O)NCCCN3CCOCC3)cc2NC1=O (configuration not stated)	5	nt
Cc1ccc2[nH]c(=O)c(CN(CCCN3CCOCC3)C(=O)NC3CCCCC3)cc2c1	-2	nt
COc1ccccc1N(CC(=O)Nc1cc(C)on1)S(=O)(=O)c1ccc(Cl)cc1	1	nt
Cc1ccc2nc3c(cc(C(=O)NCCN4CCOCC4)c(=N)n3CCCN3CCOCC3)c(=O)n2c1	-5	nt
Cc1nc(S/C(=C/c2ccc(-c3ccc(Cl)cc3)o2)C(=O)O)n[nH]1	-3	nt
O=S(=O)(c1ccc(F)cc1)N1CCC(N2CCCC2)CC1	-3	nt
COc1ccc(N2CCN(C(=O)CN(c3cccc(Br)c3)S(C)(=O)=O)CC2)cc1	-4	nt
O=C(O)CCc1ccc(-c2cccs2)n1NC(=O)c1ccc(Cl)cc1	-3	nt
COc1ccc(NC(=S)NN2CCN(C)CC2)cc1	7	nt
O=C(OCC#CCSc1nc2ccccc2s1)c1ccco1	4	nt
CCCc1cc(=O)[nH]c(SCC(=O)Nc2cc3c(cc2C(C)=O)OCO3)n1	-5	nt
CCOC(=O)c1ccc(S(=O)(=O)Nc2cc(C(C)(C)C)no2)cc1	-5	nt
C[C@]12C(=O)N(c3cccc(Cl)c3)C(=O)N1[C@H]1c3ccccc3OC[C@@H]1[C@H]2c1ccccc1	-4	nt
Cc1ccc(C)c(NC(=S)NNC(=O)c2csc(C(C)C)c2)c1	-4	nt
Cc1ccc(-c2cnc(C(O)c3cccc(Cl)c3)[nH]2)cc1 (configuration not stated)	-4	nt
FC(F)Sc1ccc(Nc2ncnc3nc[nH]c23)cc1	1	nt
Cn1c(=O)[nH]c(=O)c2c1nc(N1CCCCCC1)n2CCSc1nc2ccccc2o1	2	nt
OCc1ccc(O)c2ncccc12	-4	nt
COc1ccc(C2(CNC(=O)c3ccc(OC)c([N+](=O)[O-])c3)CCOCC2)cc1OC	3	nt
Cc1ccc(Cn2ncc3c(NCCCN4CCOCC4)ncnc32)cc1	6	nt
O=C(NCCCN1CCOCC1)C1COc2ccccc2O1 (configuration not stated)	0	nt
COc1ccc2nc(NCCCO)[nH]c2c1	2	nt
Cn1c(/C(C#N)=N/O)nc2ccccc21	-3	nt
COc1ccc(N(CC(=O)NC2CCCCC2)C(=O)CCCC(=O)Nc2ccccn2)c(OC)c1	3	nt
C#CCOCCOCCOCCNc1nc(N2CCN(C(=O)[C@H](CCCN=C(N)N)n3cc(C(N)[C@H](C)CC)nn3)CC2)nc(N2CCN(C(=O)[C@H](CCCN=C(N)N)n3cc(C(N)[C@@H](C)CC)nn3)CC2)n1 (some centres not stated)	2	nt
O=C1CCN(Cc2nnnn2CC2CCCO2)c2ccccc2N1 (configuration not stated)	-3	nt
O=C(COc1c(Br)cc(Br)cc1Br)N/N=C/c1ccco1	5	nt
CC(=O)c1c(C)oc2ccc(NS(=O)(=O)c3ccc(O)c(C(=O)O)c3)cc12	2	nt
CCOC(=O)N1CCN(CCC(=O)Nc2cc(OC)cc(OC)c2)CC1	-4	nt
COc1cccc(NC(=O)Cc2c(O)c3ccccc3[nH]c2=O)c1	-1	nt
Cc1cccc(N2C(=O)N3[C@@H]4c5ccccc5OC[C@@H]4[C@@H](c4ccccc4)[C@]3(C)C2=O)c1	-3	nt
FC(F)(F)c1cccc(CN2CCCCCC2)c1	0	nt
Cc1ccc(-c2nc3ccccc3n2C)o1	-4	nt
CCC1CCCCN1C(=O)N[C@@H](CCSC)C(=O)OC (some centres not stated)	3	nt
O=C(C[C@@H]1C/C=C\C[C@H](NC(=O)OCC2c3ccccc3-c3ccccc32)C(=O)OC[C@H]2CCCN2C1=O)NCCO	4	nt
COC(=O)c1sc(NC(=O)COc2ccccc2)nc1C	5	nt
COc1ccccc1NC(=O)CSc1nnc(-c2ccco2)o1	3	nt
COC(=O)C1=C(C)N(Cc2ccccc2)C(=NCc2cccc(Cl)c2)N[C@H]1c1cccc(F)c1	2	nt
Cc1ccc(-c2nnc(SCC(=O)Nc3ccc(N4CCOCC4)cc3)o2)cc1	4	nt
CC1CCCCC1NC(=O)c1cc2c(s1)CS(=O)(=O)C2 (configuration not stated)	-3	nt
COC(=O)c1cc(OC)c(OC)cc1NC(=O)CCC1CCCC1	5	nt
CC1=C(C(=O)OCC2CCCCC2)C(c2cccc(O)c2)NC(=O)N1 (configuration not stated)	6	nt
COC(=O)C1=C(C)N(CC(C)C)C(=O)/C1=C\c1cccs1	2	nt

Ordered by molecular weight (descending): 3 of the compounds above.
SMILES	PglD DTNB	PGC1a acetyl inh
CC1=C(C(=O)OCC2CCCCC2)C(c2cccc(O)c2)NC(=O)N1 (configuration not stated)	6	nt
COC(=O)c1cc(OC)c(OC)cc1NC(=O)CCC1CCCC1	5	nt
Cc1ccc(-c2nc3ccccc3n2C)o1	-4	nt

Of the compounds above, these contain a CF3 group:
SMILES	PglD DTNB	PGC1a acetyl inh
C[C@@]12C(=O)N(c3ccc(C(F)(F)F)cc3)C(=O)N1[C@@H]1c3ccccc3OC[C@@H]1[C@H]2c1ccccc1	1	nt
Cc1ccc(S(=O)(=O)N2CCC(=O)N(C(COCc3ccc(C(F)(F)F)cc3)C(C)C)CC2)cc1 (configuration not stated)	1	nt
FC(F)(F)c1cccc(CN2CCCCCC2)c1	0	nt

(continued)
SMILES	PglD DTNB	PGC1a acetyl inh
Cc1cc(NC(=O)CCC(=O)N(Cc2ccco2)C(C(=O)NC2CCCCC2)c2ccccc2)no1 (configuration not stated)	5	nt
CC(C)(C)n1nnnc1C(c1cccs1)N(Cc1cccnc1)CC1CCCO1 (configuration not stated)	6	nt
CC(C)OC(=O)CC(=O)CSc1nc2c(cc1C#N)CCCCCC2	-5	nt
C=CCn1c(/N=C/c2ccc(OC)cc2)nc2ccccc21	-1	nt
O=C(c1ccc(N2C(=O)C3CC=C(Cl)CC3C2=O)cc1)N1CCCCC1 (configuration not stated)	0	nt
Cc1ccccc1N=C1NC(=O)CS1	0	nt
CCOC(=O)c1cnc2c(C#N)c(C)nn2c1C	-3	nt
C#CCCOC(=O)N1C2=NC(C(=O)OC)=C(C(=O)OC)[C@@H]3N(Cc4ccccc4)c4ccccc4[C@]23C[C@H]1C(=O)OC	2	nt
Cc1cccc(N=C2NC(=O)CS2)c1	-4	nt
Cc1cc(C)c(C)c(S(=O)(=O)Nc2ccccc2C(=O)NCCCn2ccnc2)c1C	-1	nt
COc1cccc(C(=O)Nc2cccc3cccnc23)c1OC	-2	nt
COc1cc(CNn2cn[nH]c2=S)cc(Cl)c1OCc1ccccc1	6	nt
COC(=O)c1sccc1NC(=O)c1csc(C)c1	3	nt
O=C(CSc1nnnn1-c1ccccc1)Nc1ncc2c(n1)CC(c1ccco1)CC2=O (configuration not stated)	-3	nt
Cc1ccc(S(=O)(=O)N2CCCC2C(=O)OCc2nc3ccccc3s2)cc1 (configuration not stated)	0	nt
CCNS(=O)(=O)c1ccc(NC(=O)c2cc(C(F)(F)F)nn2C)cc1	-1	nt
CCC(C)c1ccc(Nc2ncccc2C#N)cc1 (configuration not stated)	1	nt
Cc1cc(Oc2nnnn2-c2ccccc2)ccc1Cl	-1	nt
CCOc1ccc(NC(=O)C2CCC(C)(C(=O)O)C2(C)C)cc1 (configuration not stated)	-6	nt
CCC(Sc1nnnn1-c1ccccc1)C(=O)Nc1nc2ccccc2s1 (configuration not stated)	-4	nt
CCn1c(N2CCN(CC(=O)c3c(C)n(C)c4ccccc34)CC2)nc2c1c(=O)[nH]c(=O)n2C	4	nt
CCC(c1nnnn1Cc1ccco1)N(Cc1cc2cc(OC)ccc2[nH]c1=O)C1CCCCC1 (configuration not stated)	0	nt
Clc1ccc(-c2nnc3cccc(Cl)n23)c(Cl)c1	0	nt
c1cn(CCCNc2ncnc3sc4c(c23)CCC4)cn1	0	nt
C=CCOc1ccccc1C1C2=C(CC(C)(C)CC2=O)Nc2c1c(=O)n(C)c(=O)n2C (configuration not stated)	nt	-9
COCCNC(=O)CSc1nnc2c(Cl)cc(Cl)cn12	nt	-8
CC1=C(C(=O)OC(C)C)C(c2ccncc2)n2ncnc2N1 (configuration not stated)	nt	7
CCCCn1c(CCNC(=O)c2cccs2)nc2ccccc21	nt	2
Cc1ccsc1C(=O)OCC(=O)NCc1ccc2c(c1)OCO2	nt	4
Cc1cc(C)n(-c2nc3c(c(=O)[nH]c(=O)n3C)n2Cc2ccccc2)n1	nt	-11
CCOC(=O)c1ccc(NC(=O)Nc2ccc(S(N)(=O)=O)cc2)cc1	nt	9
O=C(CSc1nnc(-c2ccc(Cl)cc2Cl)n1C1CCCCC1)N1CCCC1	nt	0

A portion of the library; rates above refer to the full screens.
